Bioassay records from PubChem BioAssay.
NPYLR7 agonist – agonists of mosquito NPYLR7 receptor, primary screen, cell-based, Aedes aegypti, calcium fluorescence, mosquito biting behavior; activation, % at 10 µM; 270,000 tested, 0.15% active; HEK293T NPYLR7/Galpha15, GCaMP6s calcium fluorescence; in the data active means activation above about 40%;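 further: 0% = vehicle and 100% = reference agonist at the receptor; some compounds past the cut are filed as inactive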
hcGAS lum – Primary biochemical luminescence assay for human cyclic GMP-AMP synthase inhibitors; recombinant h-cGAS, ATP depletion, Kinase-Glo luminescence; inhibition, % at 12.5 µM; 290,000 tested, 0.081% active; AID 1259398, 2018;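 further: 0% = vehicle reaction and 100% = reaction without DNA for no activity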
Target sequence (Q8N884 whole entry, looked up): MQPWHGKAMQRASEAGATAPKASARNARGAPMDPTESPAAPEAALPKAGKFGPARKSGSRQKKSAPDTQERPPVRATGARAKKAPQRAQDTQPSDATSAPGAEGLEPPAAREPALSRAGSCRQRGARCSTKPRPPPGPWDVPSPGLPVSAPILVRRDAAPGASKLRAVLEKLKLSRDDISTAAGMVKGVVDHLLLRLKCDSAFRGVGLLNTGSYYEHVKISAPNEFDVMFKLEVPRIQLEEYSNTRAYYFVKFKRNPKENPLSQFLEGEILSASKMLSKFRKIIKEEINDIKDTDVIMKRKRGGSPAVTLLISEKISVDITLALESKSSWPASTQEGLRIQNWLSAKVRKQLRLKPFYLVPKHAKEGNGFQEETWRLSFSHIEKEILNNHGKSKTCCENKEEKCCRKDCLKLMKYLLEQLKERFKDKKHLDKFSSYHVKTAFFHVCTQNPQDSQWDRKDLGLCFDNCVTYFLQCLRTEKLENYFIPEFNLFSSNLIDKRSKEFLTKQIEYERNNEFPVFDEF
mcGAS lum – cyclic GMP-AMP synthase inhibitors, mouse, primary biochemical chemiluminescence | recombinant cGAS, Kinase-Glo ATP depletion luminescence | inhibition, % at 12.5 µM | 160,000 tested, 0.15% active;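 further: 0% = negative control wells and 100% = reference inhibitor with no enzyme activity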
An asterisk follows results filed as active; . = not tested or not shown; & = joins results of further samples. Unless noted, no stated cut-off is given here; in the data, active means inhibition above about 40%; inactive means the rest. Compounds as they come; overall some 0.29% were active at least once.

SMILES	NPYLR7 agonist	hcGAS lum	mcGAS lum
COc1ccc(C(=O)CCC(=O)N2CCC(O)(c3ccc(C)cn3)CC2)cc1	6.9	-3.9	-14.9
Cc1ccc(Nc2ccc([N+](=O)[O-])cc2[N+](=O)[O-])cc1	-4.3	-1.6	-2.0
CN(C)CC1(O)CCCN(C(=O)c2ccccc2N2CCCC2)CC1 (stereo not drawn)	0.0	-1.7	.
CCOC(=O)N1CCC(NCCn2c(C)cc(C)nc2=O)CC1	20.6	-5.5	-6.8
c1ccc(CNn2cnnc2)cc1	17.5	-6.2	-6.3
Cc1cccc(Cn2ccnc2CN(C(=O)c2ccco2)C2CCCCC2)c1	19.1	-2.1	-3.6
N#Cc1cccc(COc2ccc(NC(=O)NCCO)cc2Cl)c1	-2.9	0.3	.
CC(=O)OCC(=O)Nc1cccc(-c2cccc(-c3ccc4c(c3)OCCO4)n2)c1	3.7	-11.3	-9.3
COC(=O)CN1C(=O)[C@H](CC(C)C)NC12CCN(C(=O)c1ccccc1C(F)(F)F)CC2	-0.7	-5.6	.
Cc1ccc(NC(=O)CC(=O)NCCC2=CCCCC2)cc1	13.1	-4.6	-8.9
COc1cccc(OC)c1C(=O)Oc1cccc2ccc(C)nc12	13.0&7.3	-1.8&-6.8	-6.9&-4.9
COc1ccc(NC(=O)CCC2CCN(C/C=C/c3ccccc3OC)CC2)c(OC)c1	2.0	-0.6	-1.7
COc1ccc(OCCN2CCC(C(=O)NC(c3nc(OC)cc(OC)n3)c3ccccc3C)CC2)cc1 (stereo not drawn)	7.9	-3.9	-3.4
CCCc1cc(=O)[nH]c(-n2nc(C)cc2NC(=O)c2cccc(Cl)c2)n1	10.0	-10.5	-6.9
COc1ccc(CCC(=O)Nc2cc(-c3cn4nc(OC)ccc4n3)ccc2C)cc1	-7.1	-5.8	-9.4
O=C(Nc1ccc2c(c1)OC(F)(F)O2)c1ccccc1C1CCNC1 (stereo not drawn)	-2.1	-6.6	.
FC(F)(F)c1cc(NCCN2CCCCC2)n2ncnc2n1	1.5	-6.9	.
CN(c1cc(Cl)nc(N)n1)C1CCN(c2ccccc2)C1=O (stereo not drawn)	10.3	-8.6	.
COCC(=O)N(Cc1cccc(F)c1)Cc1cc(NC(=O)C2CCCC2)ccc1N(C)C	15.4	-10.5	-4.7
C=C1c2ccccc2N=C(SCC(=O)Nc2ccc(C)cc2Cl)N1C	-1.6	-5.4	.
COCC(=O)Oc1c(S(=O)(=O)c2ccc(C)cc2)c(C)nn1-c1ccccc1	1.1	-6.0	-6.9
Cc1cccc(S(=O)(=O)NCCOc2ccc(-c3cccs3)nn2)c1	-3.3	-8.3	-5.2
N#CC(=Cc1cccc2ccccc12)S(=O)(=O)c1ccccc1	3.3	-3.0	.
Cc1nc2sccn2c1C(=O)N(C)Cc1cn[nH]c1-c1ccccc1	.	-11.8	-11.9
CCCN1N=C(C)Cn2c1nc1c2c(=O)n(CC(C)C)c(=O)n1C	-0.9	4.1	-2.5
CCOC(=O)C1=C(C)N=c2s/c(=C\c3cccc([N+](=O)[O-])c3)c(=O)n2C1c1ccccc1OC (stereo not drawn)	6.0	-0.3	-3.5
COC(=O)N1CSC2(N1C(=O)OC)C(C)(C)C(=O)C2(C)C	-5.1	-4.4	.
CCOC(=O)CCc1c(C)nc2ncnn2c1N1CCN(C(=O)NC2C[C@H]2c2ccccc2)CC1 (stereo partly drawn)	.	-6.2	-7.1
COc1ccccc1-c1nc(Nc2nc(C)cc(C)n2)n[nH]1	12.9	-4.8	.
CCC(=O)Nc1ccc(-c2ccc3nncn3n2)cc1	-11.9	-5.9	-6.8
C[C@H](C(=O)NC1CC1)N1Cc2ccc(-c3ccnn3C)nc2C1=O	10.1	-4.6	-6.8
O=C(O)CCS(=O)(=O)c1ccc2[nH]c(=O)oc2c1	0.0	-3.9	.
COCc1ccc(CN2CCOc3ccc(C(C)(O)COc4ccccc4)cc3C2)o1 (stereo not drawn)	9.5	0.2	-1.0
Fc1cccc(Cl)c1C1Nc2cccc3cccc(c23)N1	-0.4	4.2	-0.7
CNC1(C)C2CCC(C2)C1(C)C (stereo not drawn)	-1.2&-9.2&2.4	-2.0&5.4&-4.1	-4.4
CC(C(=O)N1CCCCC1c1nc(C(C)(C)C)cs1)n1cccn1 (stereo not drawn)	2.7	-7.8	.
CCN(Cc1ccncc1)C(=O)c1cccc(NCc2ccc(C)cc2)c1	3.4	-5.0	-18.9
CCCNC(=O)Cn1nc(-c2ccc(F)cc2)c2sc(N3CCCC3)nc2c1=O	0.6	-3.4	-6.6
O=c1ccc(-c2ccc(Cl)cc2)nn1Cc1ccc(F)cc1	6.2	-3.5	.
COc1ccc(C(C)NC(=O)Cc2ccccc2Cl)cc1F (stereo not drawn)	1.1	-14.6	.
CCOC(=O)c1nn(-c2sc(C(=O)OC)c(C)c2C(=O)OC)cc1O	11.6	-8.9	.
CCCOc1ccc(Cl)cc1S(=O)(=O)N(CC)CC	-2.5	3.1	-0.8
Cc1cccnc1C1=NC(=Cc2ccccc2)NN1	4.4	2.5	.
O=C(CN1CC=C(n2c(=O)[nH]c3ccccc32)CC1)Nc1ccc2c(c1)CCC2	-0.3	-6.9	-5.2
Cc1ccc(C)c2c1NC(=O)C2CC(=O)NCc1ccc2c(c1)OCO2 (stereo not drawn)	13.8	-3.1	.
Cc1ccc(C(=O)NCCCOc2cccc([N+](=O)[O-])c2)s1	-5.0	-6.2	-6.3
Cc1cc(C)c(S(=O)(=O)N(CC(=O)N(CCc2c[nH]c3ccccc23)Cc2ccc(C(F)(F)F)cc2)C(C)C)c(C)c1	-5.8	3.6	1.0
CCC(=NCC1CCCCC1)c1c(O)n(CC)c(=S)n(CC)c1=O	2.3	3.7	.
N#CC1(NC(=O)Cc2ccc(Br)s2)CCSC1 (stereo not drawn)	-0.5	-3.6&-6.1	-7.9
CCC1CN(CCNC(=O)[C@H](CC(C)C)NC(C)=O)Cc2cc(OC)ccc2O1 (stereo partly drawn)	17.8	-8.8	-12.9

(list continues)
SMILES	NPYLR7 agonist	hcGAS lum	mcGAS lum
Cc1cc(C)n(Cc2cc(C(=O)N3CCC(O)(c4ccccc4C)C3)n[nH]2)n1 (stereo not drawn)	10.5	-1.3	-15.3
CC1CN(c2ccccc2)c2nc3c(c(=O)n(CC(=O)OCc4ccccc4)c(=O)n3C)n2C1 (stereo not drawn)	6.6	-6.9	-8.6
COCC1(CNC(=O)C23CNCC2CNC3)CCCC1 (stereo not drawn)	-0.4	5.7	.
CCOC(=O)CN(C(=O)c1cc(C)nn1C)c1ccc(F)cc1	-4.0	-12.2	.
N#Cc1ccc(CSCC(=O)C(C#N)c2ccccn2)cc1 (stereo not drawn)	-5.1	-3.2	.
CCCN(CCC)S(=O)(=O)c1ccc(S(=O)(=O)N2CCOCC2)cc1	0.8	-4.4	-7.7
Cc1sc(NC(=O)C2CC2)c(C(=O)N2CCN(C3CC3)CC2)c1C	3.6	-5.5	.
N=C(N)Sc1cn(Cc2ccccc2Cl)c2ccccc12	1.8	-8.0	-6.0
COc1cc(OC)nc(N2CC(c3cccnc3)C2)n1	31.1	-0.7	-19.6
Cc1nc2ccccn2c(=O)c1NC(=O)COc1cccc(C(F)(F)F)c1	-4.9	-2.0	-2.0

Some values from the results shown.
Under hcGAS lum, CCCN(CCC)S(=O)(=O)c1ccc(S(=O)(=O)N2CCOCC2)cc1 is listed with -4.4
Under hcGAS lum, Cc1cc(C)n(Cc2cc(C(=O)N3CCC(O)(c4ccccc4C)C3)n[nH]2)n1 (stereo not drawn) is listed with -1.3
Under hcGAS lum, Cc1sc(NC(=O)C2CC2)c(C(=O)N2CCN(C3CC3)CC2)c1C is listed with -5.5
Under NPYLR7 agonist, CC1CN(c2ccccc2)c2nc3c(c(=O)n(CC(=O)OCc4ccccc4)c(=O)n3C)n2C1 (stereo not drawn) is listed with 6.6
Under NPYLR7 agonist, Cc1nc2ccccn2c(=O)c1NC(=O)COc1cccc(C(F)(F)F)c1 is listed with -4.9
Under hcGAS lum, COCC1(CNC(=O)C23CNCC2CNC3)CCCC1 (stereo not drawn) is listed with 5.7
Under NPYLR7 agonist, CCOC(=O)CN(C(=O)c1cc(C)nn1C)c1ccc(F)cc1 is listed with -4.0

Additional compounds:
SMILES	NPYLR7 agonist	hcGAS lum	mcGAS lum
COC(=O)C1=C(C)NC2=C(C(=O)CCC2)C1c1cccc(I)c1 (stereo not drawn)	5.5	-4.1	.
O=c1[nH]c(SCCO)nc2c1cnn2CCO	2.3	2.4	.
CCOC(=O)C1(Cc2ccccc2C(F)(F)F)CCN(Cc2cnn(C(C)C)c2)CC1	4.9	-8.6	.
COc1cccc(F)c1-c1c(-c2ccccc2)ncn1CC(O)c1ccccc1 (stereo not drawn)	-1.2	-3.7	.
O=c1nc(SCc2c(F)cccc2Cl)c2c([nH]1)CCC2	-3.0	1.5	-5.9
N#CCCN(CCC#N)Cn1nc(-c2ccccc2)n(-c2ccc(F)cc2)c1=S	8.9	-4.7	.
O=C(CCNc1ccc(-n2ccnc2)cc1[N+](=O)[O-])N1CCC2(CC1)OCCO2	-1.5	-4.3	-4.9
CCC1(c2ccc(F)cc2)NC(=O)N(CC(=O)N2CCN(C(=O)c3ccco3)CC2)C1=O (stereo not drawn)	-2.7	5.3	.
O=C1CCCc2occ(C(=O)N(CC3CCN(C4CCCC4)CC3)CC3CCCO3)c21 (stereo not drawn)	19.7	-4.4	.
Cc1nc2c(c(NCCc3csc(-c4cccnc4)n3)n1)CCNC2	-10.0	-2.0	.
CC1C(=O)N(c2ccc(Cl)cc2Cl)CCN1S(=O)(=O)c1ccc(F)cc1 (stereo not drawn)	1.3	-7.3	-5.3
c1ccc(-c2nc[nH]c2-c2ccnc3ccccc23)cc1	27.8	-2.2	-7.8
CCc1nc(C)c(C(=O)NCc2cc(C)cc3c(C)c(C)[nH]c23)o1	3.8	-1.3	.
Cc1cc(C)c2nc(NNC(=O)c3ccc(S(=O)(=O)N4CCc5ccccc5C4)cc3)sc2c1	2.2	-6.6	-7.7
CN(Cc1cccc(C#N)c1)C(=O)c1cc(Br)ccc1O	-0.2	-15.7	.
C=CCN(CC=C)c1nc(N)c2c(N)nc3c(c2c1C#N)CC(=O)N3CCC1=CCCCC1	8.3	-6.4	.
CC(C)COC(C)c1noc(Cn2cc(Cl)c(=O)[nH]c2=O)n1 (stereo not drawn)	0.7	-4.8	.
COC(=O)c1ccc(C)c(-n2c(N)c(C(=O)NCc3ccc4c(c3)OCO4)sc2=S)c1	5.8	-6.2	-8.0
c1ccc(CNc2nnc(Sc3ncccn3)s2)cc1	2.8	-9.3	.
N#Cc1ccc(-c2csc(CCN3CCCC3=O)n2)cc1	-4.4	2.3	.

Quoted at random: 4 entries already listed
SMILES	NPYLR7 agonist	hcGAS lum	mcGAS lum
COCC(=O)Oc1c(S(=O)(=O)c2ccc(C)cc2)c(C)nn1-c1ccccc1	1.1	-6.0	-6.9
CCOC(=O)CN(C(=O)c1cc(C)nn1C)c1ccc(F)cc1	-4.0	-12.2	.
COCc1ccc(CN2CCOc3ccc(C(C)(O)COc4ccccc4)cc3C2)o1 (stereo not drawn)	9.5	0.2	-1.0
Cc1ccc(C(=O)NCCCOc2cccc([N+](=O)[O-])c2)s1	-5.0	-6.2	-6.3

More compounds:
SMILES	NPYLR7 agonist	hcGAS lum	mcGAS lum
COCCCN1CN(Cc2ccccn2)Cn2c1nc1ccccc12	0.1	-5.1	-5.1
Cc1nc(CC(=O)N(Cc2cncs2)C2CC2)cs1	0.1	-7.9	.
CCOC(=O)N1CCC(N2CCC(CO)(CCCc3ccccc3)CC2)CC1	1.9&10.7	-4.1&-1.8	-6.4
COc1cccc(-c2nc(OC)nn2-c2cccc(NS(=O)(=O)c3ccc(Cl)cc3)c2)c1	4.2	-5.9	-8.0
